Compound activity (PubChem)
bIAP inhibitor – bovine intestinal alkaline phosphatase inhibitors, primary screen, selectivity assay for TNAP inhibitor project, biochemical, bovine IAP, CDP-star luminescence | alkaline phosphatase, intestinal [Bos taurus] | purified bovine IAP, 30 min | inhibition, % at 20 µM | 190,000 tested, under 10 active | AID 1019, 2008;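 active means over 50% inhibition of intestinal alkaline phosphatase at 20 µM in the single-dose screen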
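System: Purified bovine intestinal alkaline phosphatase (IAP) enzyme | Input: IAP diluted 1/65,000,000 in the well | Also added: CDP-star chemiluminescent phosphatase substrate, 30 µM final | Dosing: 20 µM single dose | Times: Enzyme reaction for 30 min at room temperature | Detection: Luminescence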
PMI activator – activators of human PMI, primary screen, biochemical, fluorescence intensity, near-Km mannose 6-phosphate. 190,000 tested, 0.005% active. purified human PMI, coupled resazurin fluorescence, 20 min; active compounds read high; 1 = vehicle control, 0 substrate-free wells. AID 1214, 2008. activation factor at 20 µM. Mannose-6-phosphate isomerase (Homo sapiens), P34949;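 active means activation factor of 2 or more at 20 µM, relative to plate controls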
Target sequence (P34949 whole entry, looked up): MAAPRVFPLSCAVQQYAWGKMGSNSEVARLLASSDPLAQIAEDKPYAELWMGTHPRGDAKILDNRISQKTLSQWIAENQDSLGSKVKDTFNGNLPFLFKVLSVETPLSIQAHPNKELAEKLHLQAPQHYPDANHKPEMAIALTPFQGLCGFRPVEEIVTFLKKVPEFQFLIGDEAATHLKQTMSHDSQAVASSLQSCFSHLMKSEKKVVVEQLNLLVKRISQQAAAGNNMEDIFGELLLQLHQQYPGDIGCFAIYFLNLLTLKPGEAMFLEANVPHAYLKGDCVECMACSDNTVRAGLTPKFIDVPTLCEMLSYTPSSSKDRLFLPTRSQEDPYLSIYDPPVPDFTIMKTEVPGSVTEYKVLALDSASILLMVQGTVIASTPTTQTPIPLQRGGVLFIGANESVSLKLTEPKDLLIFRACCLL
Diaph act CS – compounds boosting diaphorase resazurin reduction – biochemical, uHTS, resorufin fluorescence, counter-screen for diaphorase-coupled primary assays, primary screen. Diaphorase/resazurin coupled assay, 16 min; active compounds read high; 1 = vehicle wells, 0 = NADH-free wells. activation factor at 20 µM. 190,000 tested, 0.005% active. AID 1229, 2008;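 active means diaphorase activity raised at least twofold by the compound at 20 µM; inactive means activation factor below 2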
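Test system: Clostridium kluyveri diaphorase, purified enzyme; input: enzyme 0.07 U/mL final; buffer or medium: 50 mM HEPES pH 7.4 with 4.542 mM MgCl2, 0.005% Tween 20; also added: 0.114 mM NADH and 0.1 mM resazurin, final amounts; schedule: 16 min enzyme reaction, ambient temperature; technique: fluorescence of resorufin, 544 nm excitation, 590 nm emission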
PMI act hi M6P – human PMI activators, high substrate, primary screen, biochemical, fluorescence intensity, near-saturating mannose 6-phosphate; Mannose-6-phosphate isomerase (Homo sapiens), P34949; activation factor at 20 µM; coupled PMI enzyme assay, resazurin fluorescence, 20 min; active compounds read high; 1 = untreated enzyme, 0 = substrate-free blank; 190,000 tested, 0.34% active;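 active means activation factor of 2 or more at 20 µM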
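Material: human phosphomannose isomerase with PGI, G6PDH, diaphorase coupling enzymes. Quantity: 15 ng/mL PMI. Medium: HEPES pH 7.4 buffer with MgCl2 and Tween-20. Reagent: Near-saturating mannose-6-phosphate, 1.0 mM. Compound: 20 µM single dose. Times: enzyme reaction with compound 20 min at room temperature. Detection: resorufin fluorescence at Ex 544/Em 590 nm.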
TNAP act hi DEA – TNAP activators at high phosphate acceptor level, primary screen, biochemical, luminescence, uHTS; purified TNAP, CDP-star luminescence, 1 M DEA, 30 min; active compounds read high; 0 = EDTA background, 1 = DMSO-only activity; 200,000 tested, under 10 active; activation factor at 20 µM;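 active means activation factor at least 2 at 20 µM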
Target sequence (P05186 whole entry, looked up): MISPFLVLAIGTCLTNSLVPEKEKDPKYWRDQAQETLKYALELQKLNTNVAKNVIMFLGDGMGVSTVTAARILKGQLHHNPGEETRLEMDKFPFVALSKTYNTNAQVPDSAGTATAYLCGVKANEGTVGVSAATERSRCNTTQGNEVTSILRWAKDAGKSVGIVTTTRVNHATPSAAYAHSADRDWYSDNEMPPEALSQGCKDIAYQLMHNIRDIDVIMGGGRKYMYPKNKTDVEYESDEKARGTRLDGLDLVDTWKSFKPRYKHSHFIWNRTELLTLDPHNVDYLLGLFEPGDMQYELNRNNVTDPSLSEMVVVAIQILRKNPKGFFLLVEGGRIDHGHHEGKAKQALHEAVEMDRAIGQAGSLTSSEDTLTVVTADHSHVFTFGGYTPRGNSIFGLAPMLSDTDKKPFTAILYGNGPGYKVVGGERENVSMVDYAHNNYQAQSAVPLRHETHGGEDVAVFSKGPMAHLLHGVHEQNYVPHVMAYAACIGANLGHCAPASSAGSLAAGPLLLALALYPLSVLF
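Measured by: Luminescent substrate turnover signal | Test system: Human TNAP | Input: TNAP 1/800 final | Dosing: 20 µM single point | Schedule: 30 min, room temperature | Controls: EDTA wells as negative control, DMSO wells as positive control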
TNAP inh no acc – human TNAP enzyme inhibitors, primary screen, biochemical, luminescent, no phosphate acceptor, uHTS; Alkaline phosphatase, tissue-nonspecific isozyme (Homo sapiens), P05186; purified TNAP, CDP-star luminescence, 30 min; inhibition, % at 20 µM; 200,000 tested, 0.26% active;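 active means tissue-nonspecific alkaline phosphatase inhibition above about 50% at 20 µM in the single-dose screen, limit read from the data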;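 further: 0% = DMSO negative control and 100% = EDTA positive control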
bIAP activator – bovine intestinal alkaline phosphatase activators, primary screen, biochemical, bovine IAP, CDP-star luminescence | purified bovine IAP, 30 min; active compounds read high; fold of DMSO-control signal, blank-subtracted | 200,000 tested, 0.17% active | activation factor at 20 µM | alkaline phosphatase, intestinal [Bos taurus];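 active means activation factor of 2 or more at 20 µM, a signal rise over negative controls twice the positive control's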
Diaph inh CS – diaphorase inhibitors and chemical oxidizers, primary screen, counter-screen for diaphorase-coupled primary assays, biochemical, uHTS, resorufin fluorescence; diaphorase resazurin-to-resorufin fluorescence, NADH, 16 min; bacterial (C. kluyveri) enzyme, not human; inhibition, % at 20 µM; 190,000 tested, 0.69% active;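 active means primary screen inhibition at 20 µM above a set limit, cut at about 50% in these data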;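 further: plate controls were DMSO with full reaction for no effect and wells lacking NADH for full effect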
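Benchmarks: positive control wells lacking NADH, neutral wells with DMSO only. System: bacterial diaphorase enzyme (C. kluyveri). Input: 0.14 U/mL diaphorase, enzyme working solution. Detection: resorufin fluorescence, excitation 544 nm, emission 590 nm. Times: 16-min room-temperature incubation before reading.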
L major viab – Leishmania major promastigote growth inhibition, primary screen | AID 1063, 2008 | inhibition, % at 10 µM | Leishmania major promastigotes, resazurin fluorescence viability | 200,000 tested, 9% active; in the data active means inhibition above about 50%;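 further: promastigotes grown with compound for 44 hours at 28 °C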
TNAP inh hiacc – human TNAP enzyme inhibitors, primary screen, biochemical, luminescent, high phosphate acceptor level, uHTS | purified TNAP, CDP-star luminescence, 1 M DEA | inhibition, % at 20 µM | 200,000 tested, 0.03% active | Alkaline phosphatase, tissue-nonspecific isozyme (Homo sapiens), P05186;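 active means over 50% inhibition of tissue-nonspecific alkaline phosphatase at 20 µM in the single-dose screen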;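 further: plate controls were DMSO wells for no effect and EDTA-quenched wells as full inhibition for full effect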
* hit, by the source's call; x = not tested or not shown.

Every second line gives: bIAP inhibitor	PMI activator	Diaph act CS	PMI act hi M6P	TNAP act hi DEA	TNAP inh no acc	bIAP activator	Diaph inh CS	L major viab	TNAP inh hiacc
1) Cc1noc(/C=C/c2ccco2)c1S(=O)(=O)N1CCC(C(=O)N2CCc3ccccc32)CC1
 : -3	1	0.9	1	1	7	1	9	67*	-3
2) CC(C)NC(=O)C1CCN(C2CCN(C(=O)Cc3ccc4c(c3)OCO4)CC2)CC1
 : -20	1	1	1	1	-6	1.2	2	-1	-4
3) COc1cc(-c2nnc(COC(=O)CSc3cc(C)c4ccccc4n3)o2)cc(OC)c1OC
 : 2	0.8	0.9	0.9	1	-2	1	14	-5	2
4) CCCS(=O)(=O)c1c(S(=O)(=O)CCC)c2cc(CC)ccn2c1C(=O)OC
 : -1	1	1	1	1	-9	1	4	16	-3
5) O=C(CSc1nnc(CNc2ccc(F)cc2)n1-c1ccccc1)N1CCOCC1
 : 10	1.1	0.9	1.1	1.1	-7	0.9	5	0	-6
6) CC(C)c1ccccc1NC(=S)NCCCn1ccnc1
 : 26	0.9	0.9	0.9	1	4	0.7	8	-6	4
7) Cc1ccccc1NC(=S)NCCSc1ccc(Cl)cc1
 : x	1	0.8	1	1	-9	0.4	18	16	-5
8) CCN(CC)S(=O)(=O)c1ccc2c(c1)N(CC(=O)NCCc1ccc(S(N)(=O)=O)cc1)C(=O)CO2
 : -13	1.2	0.9	1	1	8	1.1	7	-7	4
9) Nc1nc(CSCCO)nc(Nc2ccccc2)n1
 : 5	0.9	0.9	0.9	1	-4	0.9	12	0	1
10) N#Cc1c(N2CCN(c3ccc(F)cc3)CC2)nc(N)c2c(N)nc3c(c12)CC(=O)N3C1CC1
 : -40	0.4	0.5	0.3	1	-10	1.4	47	-5	4
11) CC(NC(=O)CSc1nc2ccc(N)cc2s1)c1ccccc1 (configuration not stated)
 : -7	1	0.8	0.7	1.1	2	1.1	15	12	-6
12) COc1ccc(CN2CCn3ncc(C(=O)Nc4ccccc4)c3C2=O)cc1
 : -6	1	1.1	1	1.1	-9	1.1	-7	-4	-6
13) CC(C)C(NS(=O)(=O)c1ccc2c3c(cccc13)C(=O)N2)C(=O)O (configuration not stated)
 : 7	1	0.8	0.7	1	-11	0.9	19	-6	-4
14) COc1ccc(CC(=O)OCC(=O)Nc2ccc(Cl)c(S(=O)(=O)N(C)C)c2)cc1
 : 9	0.9	0.8	0.9	1	-4	0.9	19	-3	-2
15) CC(Sc1c[nH]c2ccccc12)C(=O)O (configuration not stated)
 : 4	1.1	1.1	1.1	1.1	-6	1	-7	-1	-10

Additional structures:
Every second line gives: bIAP inhibitor	PMI activator	Diaph act CS	PMI act hi M6P	TNAP act hi DEA	TNAP inh no acc	bIAP activator	Diaph inh CS	L major viab	TNAP inh hiacc
16) CCn1c(SCC(=O)Nc2ccccc2N2CCCCC2)nc2c1c(=O)n(C)c(=O)n2C
 : -16	0.9	0.8	0.9	1	-8	1.2	17	38	-3
17) COc1nc(-c2ccccc2Cl)ccc1C#N
 : 21	0.9	0.9	1	1	-3	0.8	8	2	-1
18) C(=N\Nc1nc(N2CCCCC2)nc(N2CCCCC2)n1)/c1c[nH]c2ccccc12
 : -17	0.8	0.9	0.8	1	-2	1.2	14	32	-2
19) COc1ccccc1NC(=O)NCc1ccco1
 : 9	1.1	1	1	1	-5	0.9	3	-5	-1
20) CCCCC(=O)Nc1ccc(C(=O)N(CC)c2ccccc2C)cc1
 : 9	1.1	0.9	1.1	1	-24	0.9	13	14	-4
21) Cc1ccc(OC(=O)N2CCOCC2)cc1
 : 4	1	1	1	1.1	-12	1	-3	5	-6
22) COCCCn1cnc2oc3nc4ccccc4nc3c2c1=O
 : 5	1.1	1.1	1	1	-13	0.9	-5	12	-2
23) CC(C)c1ccc(NC(=S)NN2C(C)CCCC2C)cc1 (configuration not stated)
 : -7	1	1	1	1	-2	1.1	-1	0	0
24) Cc1ccccc1OCC(=O)NCCC1=CCCCC1
 : -13	1.1	1	1.1	1	-3	1.1	-4	8	-4
25) COc1ccc(C(=O)NCCOc2cccc(OC)c2)cc1
 : 6	1	0.3	1.1	1.1	-7	0.9	68*	4	-5
26) O=C(COC(=O)c1cc[n+]([O-])cc1)Nc1ccc2c(c1)OCCO2
 : 17	0.9	0.9	0.9	1	-13	0.8	12	-6	-3
27) N/C(=N\OC(=O)COc1ccc(Cl)cc1Cl)c1ccccn1
 : -3	0.9	0.9	0.9	1	-5	1	13	-6	0
28) COc1cccc(/C=C2\N=C(SC)SC2=O)c1OC
 : 2	1	0.7	0.9	1.1	-17	1	28	7	-7
29) CC(C)(C)OC(=O)CC[C@@H](C(=O)N1CCN(C(=O)OC(C)(C)C)CC1)n1cc(C(CO)NC(=O)OC(C)(C)C)nn1 (some centres not stated)
 : -3	1	0.9	1.1	1.1	-8	1	11	-6	-6
30) O=C(COc1ccc(S(=O)(=O)N2CCCCC2)cc1)N1CCCCCC1
 : -2	0.9	0.9	1	1.1	-11	1	7	8	-7

From entry 18 as far as 19, copied from above:
Every second line gives: bIAP inhibitor	PMI activator	Diaph act CS	PMI act hi M6P	TNAP act hi DEA	TNAP inh no acc	bIAP activator	Diaph inh CS	L major viab	TNAP inh hiacc
18) C(=N\Nc1nc(N2CCCCC2)nc(N2CCCCC2)n1)/c1c[nH]c2ccccc12
 : -17	0.8	0.9	0.8	1	-2	1.2	14	32	-2
19) COc1ccccc1NC(=O)NCc1ccco1
 : 9	1.1	1	1	1	-5	0.9	3	-5	-1

Three entries drawn at random from those above:
Every second line gives: bIAP inhibitor	PMI activator	Diaph act CS	PMI act hi M6P	TNAP act hi DEA	TNAP inh no acc	bIAP activator	Diaph inh CS	L major viab	TNAP inh hiacc
14) COc1ccc(CC(=O)OCC(=O)Nc2ccc(Cl)c(S(=O)(=O)N(C)C)c2)cc1
 : 9	0.9	0.8	0.9	1	-4	0.9	19	-3	-2
6) CC(C)c1ccccc1NC(=S)NCCCn1ccnc1
 : 26	0.9	0.9	0.9	1	4	0.7	8	-6	4
30) O=C(COc1ccc(S(=O)(=O)N2CCCCC2)cc1)N1CCCCCC1
 : -2	0.9	0.9	1	1.1	-11	1	7	8	-7

Additional entries follow:
Every second line gives: bIAP inhibitor	PMI activator	Diaph act CS	PMI act hi M6P	TNAP act hi DEA	TNAP inh no acc	bIAP activator	Diaph inh CS	L major viab	TNAP inh hiacc
31) Cc1ccccc1-n1c(Cc2cccs2)n[nH]c1=S
 : 4	1	0.9	1.1	1	9	1	10	-5	0
32) O=C(O)C(Cc1ccccc1)N1C(=O)/C(=C/c2ccccc2)SC1=S (configuration not stated)
 : 0	0.9	0.8	0.9	1	20	1	18	-4	2
33) Cc1cc(NC(=O)CCC(=O)N(CC(=O)NC2CCCC2)Cc2ccco2)no1
 : 4	1	1	1	1	-2	1	0	-4	-4
34) CCOC(=O)SC1=N/C(=C\c2ccc(N(C)C)cc2)C(=O)S1
 : 41	0.6	0.5	0.8	0.7	19	0.6	50*	-18	33
35) COc1ccc(-c2nnc(SCc3nnc(-c4cccs4)o3)n2CC2CCCO2)cc1 (configuration not stated)
 : 2	0.9	0.9	1	1	-2	1	11	-3	3
36) COc1cccc2[nH]c3c(Cl)ncnc3c12
 : -9	0.9	1	1	1	-3	1.1	3	34	-4
37) Cc1ccc2c(CN3CCCc4ccccc43)cc(=O)oc2c1C
 : 8	1.8	1	2.3*	1	-6	0.9	-3	49	-3
38) CCOc1ccc(NC(=O)CN2C(=O)CSC2=O)cc1
 : 14	0.9	1	1	1	-10	0.9	-2	-6	2
39) Cc1ccc(NC(=O)C(Cc2ccccc2)N2C(=O)C3C4CCC(C4)C3C2=O)cc1Cl (configuration not stated)
 : 12	0.8	0.8	0.9	1	-18	0.9	24	88*	-5
40) Brc1ccc2ncnc(NCc3ccccc3)c2c1
 : 32	1	0.9	1	1.1	-12	0.7	14	46	-6
41) Clc1cccc(CN2CCN(Cc3nc(CCc4ccccc4)no3)CC2)c1
 : 7	1	0.9	1	1.1	-4	0.9	12	64*	-8
42) Cc1c(NC(=O)c2cc(-c3cccs3)on2)c(=O)n(-c2ccccc2)n1C
 : -1	1	1	1	1	-4	1	5	4	0
43) COC(=O)c1ccc(NC(=O)COC(=O)CSc2nc(C)cc(C)n2)cc1
 : 7	1	0.9	1	1.1	-16	0.9	14	0	-7
44) O=C(Cc1nn[nH]n1)c1ccccc1O
 : -1	1	0.8	0.9	1.1	-12	1	18	-7	-6
45) CCn1c(CSc2nnc(-c3cccnc3)n2-c2ccccc2C)nc2cc(C(=O)O)ccc21
 : -5	1.1	0.8	1.6	1	-24	1	23	1	-3
